# FXN GAA850 act = FXN promoter activators, primary screen, cell-based, luciferase luminescence, HEK293 lucGAA850 | activation, % at 6 µM | HEK293 lucGAA850 FXN promoter luciferase reporter, 24 h; percent of 10 µM SAHA response | 0.56% of 360,000 active;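 active = activation above the average of all compounds screened plus 3 SD, cutoff fixed separately per campaign, cut at about 7.5% in these data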;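 note: 0% = DMSO wells and 100% = 10 µM SAHA wells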
# PLC-beta3 inh = human PLC-beta3 inhibitors, primary screen, biochemical, fluorescence; 1-phosphatidylinositol 4,5-bisphosphate phosphodiesterase beta-3 (Homo sapiens), Q01970; Purified PLC-beta3, fluorogenic substrate; 0.18% of 370,000 active; inhibition, % at 12.2 µM; in the data active = inhibition above about 11%;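 note: 0% = median of compound wells on plate and 100% = full blocker control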
# sPLA2-III inh = human group III sPLA2 inhibitors, primary screen, biochemical, QFRET, BODIPY PC-A2 liposome substrate; QFRET BODIPY PC-A2 liposome hydrolysis, fluorescence; 0.56% of 370,000 active; inhibition, % at 12.2 µM; Group 3 secretory phospholipase A2 (Homo sapiens), Q9NZ20; AID 743126, 2013;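 active = inhibition above mean plus 3 SD of compounds lying within the high and low control bounds, cut at about 19% in these data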;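 note: 0% = median of test compound wells and 100% = no enzyme DMSO wells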
# Target sequence (Q9NZ20 whole entry, looked up): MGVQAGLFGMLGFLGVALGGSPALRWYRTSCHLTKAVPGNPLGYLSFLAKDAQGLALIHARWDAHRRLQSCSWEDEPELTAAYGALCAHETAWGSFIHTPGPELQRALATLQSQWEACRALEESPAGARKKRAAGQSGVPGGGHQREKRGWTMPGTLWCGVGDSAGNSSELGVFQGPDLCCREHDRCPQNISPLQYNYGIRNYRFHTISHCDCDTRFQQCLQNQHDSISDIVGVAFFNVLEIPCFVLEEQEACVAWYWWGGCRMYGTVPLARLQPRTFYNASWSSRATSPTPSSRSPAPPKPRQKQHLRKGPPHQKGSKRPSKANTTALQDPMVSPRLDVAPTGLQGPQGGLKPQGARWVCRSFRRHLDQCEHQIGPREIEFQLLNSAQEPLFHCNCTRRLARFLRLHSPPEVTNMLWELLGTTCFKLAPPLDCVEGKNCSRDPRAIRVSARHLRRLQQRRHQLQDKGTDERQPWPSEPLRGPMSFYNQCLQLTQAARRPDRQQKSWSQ
# hgDAF-12 ag = H. glycines DAF-12 receptor agonists, primary screen, cell-based, luminescence, HEK293, GAL4 fusion, UAS-luciferase; activation, % at 6.8 µM; HEK293 GAL4-hgDAF12 UAS-luciferase reporter, agonist luminescence; normalized to butyrate control; 1.8% of 370,000 active; Nuclear hormone receptor DAF-12 (Heterodera glycines), GAL4 fusion;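 active = activation above a cutoff set at the mean of all screened compounds plus 3 SD, cut at about 10% in these data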;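 note: 0% = DMSO wells and 100% = sodium butyrate wells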
# hcDAF-12 act = H. contortus DAF-12 nuclear receptor activators, primary screen, cell-based, luminescence, HEK293, lit1-tk-luc reporter; HEK293 hcDAF-12 lit1-tk-luc reporter; 0% DMSO, 100% Δ7-dafachronic acid; activation, % at 6.8 µM; 1.4% of 370,000 active;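 active = activation above the mean of all tested compounds plus 3 SD, cut at about 5.5% in these data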;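 note: 100% = response to 3 µM Δ7-dafachronic acid high control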
# DAX1 inh-1 = DAX1 (NR0B1) inhibitors on StAR promoter, primary screen, cell-based, luminescence, SF-1 (NR5A1), full-length DAX-1; HEK293T StAR-luciferase reporter, SF-1/DAX-1 repression relief; inhibition, % at 6.8 µM; 1.1% of 370,000 active; AID 652010, 2013;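 active = inhibition above the mean over all tested compounds plus 3 SD, cut at about 3.6% in these data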;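 note: 0% = DAX-1 cells with DMSO and 100% = cells lacking DAX-1 with DMSO; higher inhibition means more luminescence from relief of DAX-1 repression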
# ADAM10 inh = human ADAM10 inhibitors, primary screen, biochemical, QFRET, HTS. recombinant ADAM10, EDANS/DABCYL FRET peptide cleavage, 3 h. 0.62% of 370,000 active. inhibition, % at 7 µM. Disintegrin and metalloproteinase domain-containing protein 10 (Homo sapiens), O14672. AID 720582, 2013;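 active = inhibition above a per-campaign cutoff equal to the mean of compounds falling between control-based bounds plus 3 SD, cut at about 20% in these data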;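 note: 0% = DMSO wells while the 100% control is not disclosed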
# ADAM17 inh = ADAM17 inhibitors, primary screen, biochemical, QFRET; Disintegrin and metalloproteinase domain-containing protein 17 (Homo sapiens), P78536; recombinant ADAM17, EDANS/DABCYL FRET peptide cleavage; inhibition, % at 6.95 µM; 0.83% of 370,000 active;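 active = inhibition above the mean of compounds lying between control limits plus 3 SD, set per campaign, cut at about 8.5% in these data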;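 note: 0% = DMSO-only wells as the low control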
# ssDAF-12 act = S. stercoralis DAF-12 nuclear receptor activators, primary screen, cell-based, luminescence, HEK293, GRIP1 co-expression, lit1-tk-luc. AID 652126, 2013. 1% of 370,000 active. HEK293 ssDAF-12/GRIP1 lit1-tk-luc reporter; % of 3 µM dafachronic acid response. activation, % at 6.8 µM. Nuclear hormone receptor DAF-12 (Strongyloides stercoralis);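 active = activation above the mean over all tested compounds plus 3 SD, cut at about 0.9% in these data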;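 note: 0% = DMSO-only wells and 100% = 3 µM delta7-dafachronic acid wells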
# DAX1 inh-2 = DAX1 (NR0B1) inhibitors, primary screen, cell-based, HEK293, Gal4-DAX1, luciferase luminescence. Nuclear receptor subfamily 0 group B member 1 (Homo sapiens), P51843. HEK293 Gal4-DAX1 luciferase reporter. inhibition, % at 6.75 µM. 0.99% of 340,000 active. AID 504766, 2011;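 active = inhibition above the mean over all tested compounds plus 3 SD, cut at about 4.2% in these data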;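 note: 0% = DAX1-transfected cells with DMSO and 100% = empty-vector control cells with DMSO; inhibition shows as a rise in luminescence from relieved DAX1 repression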
# Target sequence (P51843 207-470 limits assumed): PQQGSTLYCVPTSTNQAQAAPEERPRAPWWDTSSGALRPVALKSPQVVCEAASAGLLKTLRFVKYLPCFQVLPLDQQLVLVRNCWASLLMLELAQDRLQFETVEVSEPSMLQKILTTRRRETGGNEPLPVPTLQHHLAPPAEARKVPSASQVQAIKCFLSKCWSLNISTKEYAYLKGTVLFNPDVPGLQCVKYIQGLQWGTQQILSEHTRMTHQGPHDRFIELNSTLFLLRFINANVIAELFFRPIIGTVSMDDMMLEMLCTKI
# PLCg1 inh = PLC-gamma1 enzyme inhibitors, primary screen, biochemical, fluorescence, purified enzyme; 1-phosphatidylinositol 4,5-bisphosphate phosphodiesterase gamma-1 (Homo sapiens), P19174; inhibition, % at 12.2 µM; fluorogenic substrate; 0.84% of 370,000 active; AID 720700, 2013; in the data active = inhibition above about 9.5%
# The depositor's hits bear a star; i = inactive; . = not tested or not shown. No enrichment for hits (roughly 6.9% active in at least one column).
SMILES,FXN GAA850 act,PLC-beta3 inh,sPLA2-III inh,hgDAF-12 ag,hcDAF-12 act,DAX1 inh-1,ADAM10 inh,ADAM17 inh,ssDAF-12 act,DAX1 inh-2,PLCg1 inh
Cc1cccc(C(=O)NCC(=O)Nc2ccc(S(=O)(=O)Nc3nc(C)cc(C)n3)cc2)c1,0.5,-6,-4,-1.2,-2.4,0.7,2,-5,-1.3,1.6,0
COc1cccc(N(CC(=O)NC2CCCCC2)C(=O)Cn2nnc(-c3ccc(C)o3)n2)c1,0.8,-5,-6,-1.7,-3.1,-0.4,3,-3,-0.9,-1.4,0
Cc1ccc(CNC(=O)COC(=O)c2ccc(S(=O)(=O)NCc3ccco3)cc2)cc1,2.4,-5,-3,0.4,1.6,2.5,-3,-7,-0.6,0.3,1
C=CCC12C=C(OC)C(=O)C(C1=O)C1c3ccccc3CC12 (centres undefined),.,3,-4,1.1,1.1,-0.3,-4,-2,-1.4,.,1
O=C(Oc1ccc(C(=S)N2CCOCC2)cc1)c1ccc(Br)cc1,2.7,-1,4,4.9,0.6,-0.2,4,1,-1.1,0.8,0
Cc1ccc(NC(=S)NN2CCN(C)CC2)cc1,0.2,1,3,3.0,-0.6,-0.4,-6,-4,-0.8,-1.1,1
O=C(CCS(=O)(=O)c1cccs1)Nc1ccc(C(=O)NC2CCN(Cc3ccccc3)CC2)cc1,0.7,-8,-10,1.9,-3.2,-0.2,4,-5,-0.8,-1.1,1
CCC(=O)n1nc(-c2cccnc2)nc1NCc1ccccc1,3.5,4,5,2.3,0.5,1.5,4,-2,-1.3,-1.0,1
CC(=O)Nc1c(-c2ccccc2)nc2ccc(Cl)cn12,-1.0,-31,5,1.3,1.0,0.2,-54,-29,-1.4,0.6,-19
COc1ccc(CNC(=O)c2ccc(NC(=O)C3=CSCCO3)cc2)cc1,3.3,-7,-10,1.5,-1.5,0.1,4,-1,-0.9,0.4,2
O=C(NCC(c1ccco1)N1CCc2ccccc2C1)c1c(F)cccc1F (centres undefined),-0.3,-1,-1,-1.4,-0.9,0.7,0,1,-0.8,2.1,0
CCCCOc1ccc(C(=O)Nc2ccc3c(c2)C(=O)NC3=O)cc1,1.6,-11,7,2.3,-0.2,-0.1,-18,-2,-0.9,0.1,-7
COc1ccc(C(C2C(=O)CC(C)(C)CC2=O)C2C(=O)CC(C)(C)CC2=O)cc1COCC(F)(F)F,1.2,-3,2,-1.4,2.7,-0.1,-4,-4,-0.4,-0.6,-1
Cc1cc(C)n2c(Br)c(CSc3nc4ccccc4s3)nc2n1,4.0,-52,-3,6.9,4.0,0.7,-43,-17,-1.1,0.2,-39
Cc1cc(C)nc(NC(=O)c2cc(-c3ccc4c(c3)OCO4)nc3ccccc23)c1,0.8,-313,2,-2.2,3.4,-1.5,-70,-25,-0.1,-0.3,-286
Cc1cc(C)n2nc(-c3cnn(C)c3C(F)(F)F)cc2n1,2.5,-56,5,-0.3,-1.9,-0.9,-47,-13,-0.8,3.1,-46
CC1=NNC(=O)C1CCC(=O)N/N=C(\C)c1ccc(Cl)cc1 (centres undefined),1.2,-1,-4,-1.8,-1.2,-0.2,3,-1,-1.6,0.9,4
O=C(NCCS(=O)(=O)N1CCN(c2ccccc2F)CC1)c1ccc(Br)o1,-0.9,-11,-2,0.1,-3.2,-0.4,-1,-3,-1.2,-0.5,-1
CCOC(=O)CSc1nnc(-c2nnc(SCC(=O)OCC)n2CC)n1CC,2.9,3,0,3.0,-1.6,-0.4,4,-2,-0.6,-0.1,-1
COc1cc(NC(=O)COC(=O)c2ccc([N+](=O)[O-])s2)cc(OC)c1OC,0.6,5,-1,-1.1,-2.2,2.7,13,8,-1.3,1.2,16*
COc1ccc(CC(=O)Nc2sc3c(c2C(N)=O)CCCC3)cc1OC,-1.8,-10,-5,-1.9,-4.6,-0.9,-2,1,-1.5,-1.6,-3
COc1ccc(-c2cc(C(=O)Nc3ccccc3O)c3ccccc3n2)cc1,3.4,-23,-28,-1.2,-3.4,-1.0,-12,-6,-1.7,-1.7,-18
CC(O)c1cccc(N=Cc2ccc3ccccc3c2O)c1 (centres undefined),0.4,-5,1,0.6,3.2,0.1,6,1,0.9,0.6,0
C[C@@H]1CCCCCCCCC(=O)OCCN(C(=O)OC(C)(C)C)[C@H](C)CCCCCCCCC(=O)OCCN1C(=O)OC(C)(C)C,0.1,13*,17,0.5,0.0,0.2,-3,8,-1.2,1.1,7
CCN(CC)c1ccc2c(C)c(CO)c(=O)oc2c1,1.6,i,1,-0.3,0.0,0.2,i,-426,-0.3,-1.6,i
Cn1c(N/N=C2\CCCc3ccccc32)nc2c1c(=O)n(Cc1ccccc1)c(=O)n2C,0.8,0,6,-3.0,-1.0,0.7,-7,2,-1.2,-0.8,3
C[C@@H]1CN([C@@H](C)CO)C(=O)Cc2cc(NS(=O)(=O)c3ccccc3)ccc2O[C@H]1CN(C)Cc1ccncc1,-0.4,2,-6,0.1,-2.5,0.2,-3,-3,-1.3,0.6,2
CCN(Cc1ccccc1)C(=O)Cc1c[nH]c2ccccc12,-0.2,-12,-79,-1.7,5.1,-0.2,-3,-6,-0.5,-0.9,-4
CCCNC(=O)OCCC12CC3CC(CC(C3)C1)C2,5.3,4,-1,3.2,3.8,1.1,5,2,-1.1,-0.5,3
O=[n+]1cc(-c2ccc(Br)cc2)n([O-])c2c1CCC2,2.0,-1,17,-3.8,0.5,-0.1,-16,-5,-1.3,0.9,-3
Cn1c(CC(=O)c2ccc(Br)cc2)[n+](C)c2ccccc21,-0.8,2,-1,2.3,2.5,0.9,6,0,-1.4,0.1,-4
O=C(OCCCN=C1NS(=O)(=O)c2ccccc21)C1CC(=O)N(c2ccc(Cl)cc2)C1 (centres undefined),1.1,5,-6,0.2,0.3,0.3,13,7,-0.7,-0.7,4
COc1ccc(NC(=O)CSc2nc(C)cc(=O)[nH]2)cc1OC,.,2,7,0.1,-1.4,-0.5,3,4,-0.4,.,4
COc1ccc(CCNc2nc(-c3ccc(O)cc3)cs2)cc1OC,1.6,-10,-18,2.7,0.9,-0.4,5,1,-0.8,-0.4,-4
CCOC(=O)CCCNC(=O)COC(=O)c1cccc(F)c1,-0.6,-4,3,1.2,1.0,0.1,12,1,-0.7,0.9,1
COc1ncc(-c2c(-c3ccccc3OC)sc3ccccc23)cn1,.,-4,10,-3.2,-1.4,-0.5,-9,5,-1.1,.,-1
CN(c1ccccc1)S(=O)(=O)c1cccc(NC(=O)CN2C(=O)NC3(CCCC3)C2=O)c1,0.0,-4,-13,0.6,0.9,1.6,4,-1,-1.1,0.3,4
CCOC(=O)C1CCN(C(=O)Nc2ccc(NC(=O)C3CCN(C(=O)OCC)CC3)cc2)CC1,1.1,0,5,-3.2,-0.6,1.0,0,1,-1.4,0.1,-4
CC(/C=N/NC(=O)c1cccs1)=C\c1ccco1,4.3,-16,-1,12*,2.3,3.0,-8,-1,-1.2,0.3,-20
Cc1cccc(NC2=NCC(=O)N2Cc2cccs2)c1,3.1,0,1,-3.8,1.2,-0.8,3,0,-1.1,0.5,0
Cc1ccn2c(=O)c(C(=O)O)cnc2c1,0.4,-425,4,-2.0,2.6,0.3,i,i,-0.6,1.9,-413
O=C(O)c1ccc(NCc2ccncc2)cc1,-1.8,-1,2,-1.1,-1.1,-0.7,-5,1,-0.8,0.7,5
C#CCOc1c(Br)cc(/C=N/O)cc1OCC,-0.3,-2,-10,0.7,-1.8,-0.9,5,-2,-1.5,0.3,1
O=C(COC(=O)CNC(=O)c1ccccc1)Nc1nnc(-c2ccccc2)o1,-0.3,3,7,1.6,0.3,0.4,0,-1,-0.9,-0.9,-1
N#CC1=C(N)N(c2ccccc2C#N)C2=C(C(=O)CCC2)C1c1ccsc1 (centres undefined),1.7,-33,-6,3.0,0.8,0.6,-11,-4,0.1,0.1,-20
CC(NC(=O)c1ccc(CS(=O)(=O)c2cccc(C(F)(F)F)c2)o1)c1ccc2c(c1)OCCO2 (centres undefined),1.3,-4,-11,-4.5,-1.2,-0.7,0,-4,-1.0,0.1,-4
O=[N+]([O-])c1ccc(/C=N/n2c(C3CCCCC3)n[nH]c2=S)cc1,3.0,5,9,0.3,-1.8,-0.1,4,-3,-1.4,0.2,4
CCCOC(=O)c1ccc(NC(=O)CSC2=Nc3ccccc3C3CC=NN23)cc1 (centres undefined),0.4,-1,3,-0.1,2.9,0.1,-2,0,-0.6,-0.1,-3
CC(C)(C)c1nc(SCC(=O)Nc2nc3c(s2)CCCC3)c2ccccc2n1,-3.5,2,9,-0.4,-1.0,0.1,4,-2,-1.6,2.9,4
O=C(Nc1ccn(C2CC(OC(=O)c3ccccc3)C(CO)O2)c(=O)n1)c1ccccc1 (centres undefined),-1.0,3,1,3.0,0.9,-0.4,-7,-9,-0.8,-0.4,-1
CCn1c(C)c(C(=O)c2ccccc2)c(C#N)c1C(=O)O,1.8,-2,-1,2.4,-0.8,-0.3,7,-2,-0.9,0.2,-1
Cc1ccc(-c2ccccc2NC(=O)CCl)o1,-8.3,-36,-2,-1.1,1.6,-1.6,-71,-29,0.1,1.8,-35
CC(C)(C)c1ccc(OCC(=O)NCCN2CCCC2)cc1,-0.9,6,-3,0.3,-1.3,0.0,4,3,-0.5,0.3,5
CN(CCO)C1=CC(=O)CC(C)(C)C1,-0.7,2,4,1.8,-0.6,-0.5,-9,-4,-1.4,-0.5,0
COC(=O)c1[nH]cnc1C(=O)c1ccccc1,-2.4,0,4,-0.4,0.4,0.9,3,2,-1.4,-1.0,4

# Complete entries, quoted from the list. Screens in order: FXN GAA850 act	PLC-beta3 inh	sPLA2-III inh	hgDAF-12 ag	hcDAF-12 act	DAX1 inh-1	ADAM10 inh	ADAM17 inh	ssDAF-12 act	DAX1 inh-2	PLCg1 inh
# `O=C(COC(=O)CNC(=O)c1ccccc1)Nc1nnc(-c2ccccc2)o1` across the screens: -0.3	3	7	1.6	0.3	0.4	0	-1	-0.9	-0.9	-1
# `O=C(O)c1ccc(NCc2ccncc2)cc1` across the screens: -1.8	-1	2	-1.1	-1.1	-0.7	-5	1	-0.8	0.7	5

# High-throughput results (PubChem BioAssay)
